Screening data as filed in PubChem BioAssay.
mHTT-CaM PPI inh: mutant huntingtin-calmodulin interaction inhibitors – biochemical, AlphaScreen, primary screen | AlphaScreen His-mHTT/GST-CaM binding, luminescence | hit rate 3.6% among 190,000 | P42858 | inhibition, % at 15 µM;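 note: 0% = both proteins with DMSO and 100% = one protein alone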
Pf apPOL block: Pf-apPOL inhibitors, biochemical, fluorescence. Plasmodium falciparum apicoplast DNA polymerase (apPOL). Recombinant Pf-apPOL, molecular beacon fluorescence, 1.5 h. inhibition, % at 10 µM. hit rate 0.25% among 210,000
* = called active by the depositor; · = no result given; & = joins results of further samples. Cut-off read from the data, not from the text of the source: active = inhibition above about 50%; inactive = the rest.

SMILES | mHTT-CaM PPI inh | Pf apPOL block
Cc1cc(C)n(-c2ccc(=O)n(CCNC(=O)CCn3ccc(=O)[nH]c3=O)n2)n1 | -17 | 0
COc1cccc(C(=O)Nc2ccccc2C(=O)NC(C)C)c1 | -5 | -9
CC(C)(C)OC(=O)Cn1c2ccccc2c2cc(N)ccc21 | 73* | -4
O=C(CN1CCN(Cc2ccccc2F)CC1)Nc1ccccc1F | 6 | 3
O=C(NCC(=O)N1CCCc2ccccc21)c1cccc(Br)c1 | -9 | 1
O=C(NCCNc1ccc(Cl)cc1[N+](=O)[O-])c1ccc(Br)o1 | 10 | -2
O=C(Nc1cccc(-c2nc3ccccc3s2)c1)c1ccc(S(=O)(=O)N2CCOCC2)cc1 | 41 | -1
COc1ccc(N2CCN(C(=O)C3=C(C)C(=O)OC34CCCCC4)CC2)cc1 | 1 | 3
Cc1nc2c(=O)n(C)c3c(c(=O)n(C)c(=O)n3C)c2o1 | · | 8
Cn1cccc1CN(C(=O)COc1ccccc1F)C1CC1 | -2 | -8
COc1ccc(CCNC(=O)C(=O)NCc2cccnc2)cc1OC | 2 | -1
O=C(CCc1conc1-c1ccccc1)NCc1cccs1 | -5 | 1
COc1ccc2oc(=O)c(C(=O)OC(C)C(=O)c3cccc(Cl)c3)cc2c1 (stereo unspecified) | -4 | -7
COc1ccccc1OCC(=O)Nc1cc(C)ns1 | -19 | 19
CC1CCC2(CC1)NC(=O)N(CC(=O)N1CCCCC1)C2=O (stereo unspecified) | 3 | 12
CC(Oc1ccc(Cl)cc1Cl)C(=O)Nc1cccc(F)c1 (stereo unspecified) | -33 | -6
O=S1(=O)CC(O)C(NCc2ccco2)C1 (stereo unspecified) | -5 | ·
COc1ccc(C=C2Oc3c(ccc(O)c3CN3CCC(C)CC3)C2=O)cc1 | 7 | -18
CCOC(=O)c1noc(C)c1C(C)=NNc1ccccc1Cl | · | 6
O=C(Nc1ccc(Cl)cc1)C1CCN(c2cnc3nccnc3c2)CC1 | -2 | 3
O=C(NCc1ccc(F)c(Cl)c1)c1cc2c(s1)CN(C1CC1)C2 | 7 | 0
O=C(NCc1csc(-c2cccs2)n1)Nc1ccc(F)cc1F | · | 0
Cc1ccc2nc(-c3ccc(NC(=O)Cn4cnc5c4c(=O)n(C)c(=O)n5C)cc3)sc2c1 | 5 | -3
CCc1cccc(NC(=O)C2Oc3ccccc3NC2=O)c1 (stereo unspecified) | -4 | -2
CCCNC(=O)CCSc1nc2nc(C)cc(C)n2n1 | -3 | -6
O=C(NCCCn1ccnc1)C(=O)Nc1cc2c3c(c1)CC(=O)N3CCC2 | 49 | -4
O=S(=O)(c1ccc(F)cc1)c1ccc(-c2ccccc2)cc1 | -13 | 0
CCC(C)C(NC(=O)OCc1ccccc1)C(=O)NCC(=O)O (stereo unspecified) | · | -1
COc1ccc(N2CC(NC(=O)c3ccccc3[N+](=O)[O-])CC2=O)cc1OC (stereo unspecified) | -8 | 4
Cc1ccc(C)c(NC(=O)Cn2cccc2-c2nnc(C3CC3)o2)c1 | -4 | -1
CCOC(=O)NC(=S)NCc1ccco1 | · | -1
O=C(COc1ccccc1/C=C1/NC(=O)NC1=O)Nc1ccc(F)cc1 | 8 | -1
COc1cc2nc(SCC(=O)Nc3ccc(C)c(F)c3)n3nc(C)nc3c2cc1OC | -4 | 7
Cc1cccc(Oc2nccnc2N2CCC(C(=O)Nc3ccc(F)cc3)CC2)c1 | -7 | -3
COCCN1C(=O)Cc2ccccc2C1C(=O)NCc1ccccc1Cl (stereo unspecified) | -8 | -5
NS(=O)(=O)c1ccc(Nc2nc(-c3cccnc3)cs2)cc1 | 21 | -3
COc1ccc(S(=O)(=O)NNC(=O)c2ccc(-n3c(C)ccc3C)cc2)cc1 | · | -8
CN(c1ccccc1)S(=O)(=O)c1ccc(C(=O)Nc2nnc(-c3cccs3)o2)cc1 | 9 | -4
CCCCN(CC)C(=O)C1c2cc(OC)c(OC)cc2C(=O)N(C)C1c1ccccc1F (stereo unspecified) | 2 | 3
COc1ccc(OC)c(NC(=O)c2c(NC(=O)CNCc3ccco3)sc3c2CCC3)c1 | 3 | -1
CN(C)c1cc(OC2CCN(C(=O)c3ccnn3C)C2)ncn1 (stereo unspecified) | 3 | 2
Cc1ccc(NS(=O)(=O)N(C)C)cc1 | 5 | 5&0&-2
CCCn1c(C2CCN(C(=O)c3ccc(Br)o3)C2)nc2cccnc21 (stereo unspecified) | -5 | -5
CC1(C(=O)NCc2ccccc2)CCC(=O)N1Cc1cccs1 (stereo unspecified) | 15 | -4
COC(=O)c1ccc2nc(NC(=O)c3cc(Cl)ccc3Cl)sc2c1 | 10 | -4
O=C(CCn1c(=O)[nH]c2ccsc2c1=O)NCc1ccc2c(c1)OCO2 | -6 | -2
O=C1NC2(CCN(C(=O)c3ccc4c(c3)OCO4)CC2)Nc2cc(Cl)ccc21 | 1 | -3
Cc1csc(/C(C#N)=C/c2sccc2C)n1 | 5 | -1
COc1ccc2nc(NC(=O)C(F)F)sc2c1 | 2 | -5
Cc1cc(OCC(=O)Nc2ccccn2)ccc1Cl | -14 | 1
COc1c(Cl)cc(C(=O)Nc2ccccc2C)cc1Cl | -9 | -2
Cc1cc2c(cc1C)CN(c1cccc(C(=O)NN)c1)C2 | 12 | -2
O=C(O)CC(Nc1nc2ncn(Cc3ccccc3)c2c(=O)[nH]1)C(=O)O (stereo unspecified) | 5 | 2
O=C(Cc1c(F)cccc1Cl)Nc1nnc(-c2ccsc2)o1 | 57* | 8
Clc1ccc(SCSc2ccc(Cl)cc2)cc1 | · | 10
COc1cc(CN2CCCC2c2cc(C)on2)cc(OC)c1O (stereo unspecified) | 12 | -10
CCCOc1ccccc1/C=C1\SC(N2CCN(C(C)=O)CC2)=NC1=O | 19 | 0
Cc1cc(C)c2c(N)c(C(=O)c3ccccn3)sc2n1 | 1 | -2
Cn1nc(C(=O)NCc2ccc(F)cc2)c2c1CCN(C(=O)COc1ccc(F)cc1)C2 | 81* | -9
N#CC(c1ccccc1)C(C#N)c1ccccc1 (stereo unspecified) | 2 | -8&-2

Reformatted with each value named: entries from further up.
> NS(=O)(=O)c1ccc(Nc2nc(-c3cccnc3)cs2)cc1
  mHTT-CaM PPI inh: 21; Pf apPOL block: -3

> COc1ccc(S(=O)(=O)NNC(=O)c2ccc(-n3c(C)ccc3C)cc2)cc1
  mHTT-CaM PPI inh: ·; Pf apPOL block: -8

> CN(c1ccccc1)S(=O)(=O)c1ccc(C(=O)Nc2nnc(-c3cccs3)o2)cc1
  mHTT-CaM PPI inh: 9; Pf apPOL block: -4

> CCCCN(CC)C(=O)C1c2cc(OC)c(OC)cc2C(=O)N(C)C1c1ccccc1F (stereo unspecified)
  mHTT-CaM PPI inh: 2; Pf apPOL block: 3

Next compounds follow.
SMILES | mHTT-CaM PPI inh | Pf apPOL block
CC1CCc2nc(NC(=O)C3COc4ccccc4O3)sc2C1 (stereo unspecified) | 8 | 0
Cc1ccc(CC(=O)Nc2cc(-c3ccccn3)no2)cc1 | -6 | -3
O=C(NCc1ccco1)c1ccc(CSCc2ccccc2Cl)o1 | 6 | -18
Cc1nc(S(=O)(=O)N2CCCC(c3nc(CNC(=O)C4CC4)cs3)C2)cn1C (stereo unspecified) | 0 | -4
O=C(Nc1ccc(Cl)cc1)C1CCN(c2cncnc2N2CCCC2)CC1 | -1 | -2
O=C(CN1CCCCC1)NCCC12CC3CC(CC(C3)C1)C2 | 2 | 3
Cn1nccc1C(=O)N1CCC(CCOCc2cccc(F)c2)CC1 | -4 | -4
O=C(NCc1ccccn1)C1CCC(c2ccc(Cl)cc2)CC1 (stereo unspecified) | · | -89
OC(COCCOc1ccc(Br)cc1)CN1CCc2ccccc2C1 (stereo unspecified) | -7 | -9
Cc1cc(C2CCCN2C(=O)Nc2cccc(C)c2C)on1 (stereo unspecified) | -5 | -1
Cc1ccc(N2CC(C(=O)NCc3ccccc3)CC2=O)cc1 (stereo unspecified) | -8 | -6
CN1OCC(S(=O)(=O)N2CCCC2)C1c1ccccc1Cl (stereo unspecified) | 1 | -6

Single records, as listed above.
O=S1(=O)CC(O)C(NCc2ccco2)C1 (stereo unspecified) as listed: mHTT-CaM PPI inh = -5; Pf apPOL block = ·
O=C(NCc1ccccn1)C1CCC(c2ccc(Cl)cc2)CC1 (stereo unspecified) as listed: mHTT-CaM PPI inh = ·; Pf apPOL block = -89

(list continues)
SMILES | mHTT-CaM PPI inh | Pf apPOL block
Clc1ccc(-c2csc(Nc3ccc4c(c3)OCO4)n2)cc1 | -5 | -7
Cc1ccc(-c2cc(Cc3ccc(-c4ccc(OC(F)(F)F)cc4)o3)c(=O)[nH]n2)cc1 | · | -2
COc1ccc(CNC(=O)C2CCCN(c3cnn(C)c(=O)c3)C2)cc1OC (stereo unspecified) | 0 | -2
CCN(CC)S(=O)(=O)C1CCS(=O)(=O)C1 (stereo unspecified) | -6&-5 | 10&-3&-1
Cc1ccccc1C1=N/C(=C/c2ccc3c(c2)OCO3)C(=O)O1 | -1 | -26
COc1ccc(-c2cc(C(=O)Nc3ccc(F)c(F)c3)sn2)cc1 | -18 | -3
CCCCCCNCC1OCc2ccccc2CO1 | -6 | -4
O=C(CSc1ccccc1C(=O)O)c1cccc([N+](=O)[O-])c1 | · | 7
O=C(CN1CCC(c2nc(-c3ccc(F)cc3)no2)CC1)Nc1ccc2c(c1)OCO2 | 4 | 3
COCCCNC(=O)C(C)C1CCN(C(=O)c2sc(-c3ccccc3)nc2C)CC1 (stereo unspecified) | 9 | 1
Cc1noc(COC2CCCN(S(=O)(=O)c3cn(C)cn3)C2)n1 (stereo unspecified) | -7 | -3
Cc1ccc(NC(=O)CN2CCC3(CC2)N=C(c2ccc(C)cc2)C(=O)N3)cc1 | 4 | -1
CCC(=O)N1CCN(c2nc3c(s2)CC(C(=O)NCc2ccc(C)c(C)c2)CC3)CC1 (stereo unspecified) | 15 | 3
O=C(CN1CCN(CCCc2c[nH]c3ccc(F)cc23)CC1)Nc1ccccc1 | · | 7&0
COCCNC(=O)c1ccc(OC)c(OC)c1 | -3 | -4
COc1c(S(=O)(=O)Nc2ccccc2C(=O)O)ccc(Cl)c1Cl | -3 | 3
CSc1ccc(NC(=O)N2CCC(n3c(-c4ccco4)nc4cccnc43)C2)cc1 (stereo unspecified) | 8 | -5
COc1cc([N+](=O)[O-])cc2sc(NC(=O)c3ccc(Br)s3)nc12 | -5 | -1
Nc1nonc1NC(=O)CCC(=O)O | 0 | ·
Cc1sc2ncnc(N3CCCCCC3)c2c1C(=O)Nc1ccccc1 | -6 | 3
O=C(COc1cccc2ccc(N3CCOCC3)nc12)NCC1CCCO1 (stereo unspecified) | -2 | -3
O=C(Nc1nnc(-c2ccno2)o1)c1ccc2c(c1)OCO2 | 96* | 40
Clc1ccc(OCc2nc(-c3ccccn3)no2)c(Cl)c1 | -5 | -5
O=C(O)c1cccc(N2C(=O)CC(Nc3ccc(F)cc3)C2=O)c1 (stereo unspecified) | 1 | 8
O=C(Nc1ccc(F)cc1)C1CCCN(S(=O)(=O)c2ccc(Br)s2)C1 (stereo unspecified) | -11 | 0
Cc1c(C=O)c2ccccc2n1CC(=O)N1CCCc2ccccc21 | 16 | -13
O=C(NCc1ccc(Cl)cc1)c1cc2n(n1)CCCN(Cc1ccc(F)cc1)C2=O | 21 | -6
COC(=O)c1ccc(S(=O)(=O)NCc2ccc3c(c2)OCO3)n1C | · | 2
Cc1ccc(C)c(NC(=O)N2CCc3c(c(COCc4cccc(F)c4)nn3C)C2)c1 | 24 | -4
O=C(NNC(=O)c1csc(-c2cccs2)n1)c1ccc(Cl)cc1 | · | -35
CC(C)c1c(C2CCN(C(=O)c3cc(F)ccc3F)CC2)noc1N | -7 | -4
COc1cccc2cc(C(=O)Nc3sc(-c4ccccc4)cc3C(N)=O)oc12 | -36 | 0
COc1cc(OC)cc(C(=O)Nc2ccc(S(N)(=O)=O)cc2)c1 | -2 | 0
CC1(C)C(=O)OC2(c3ccc(Cl)cc3)C1OC(=O)C2(C)C (stereo unspecified) | -9 | 2
O=C(Cc1cccs1)Nc1ccc(-c2nnc(-c3ccco3)o2)cc1 | -1 | -5
CCn1nccc1C(=O)N1CCCCC1CCN1CCOCC1 (stereo unspecified) | 0 | -9
COc1cccc2c1OC(c1ccccc1Cl)N1N=C(c3ccco3)CC21 (stereo unspecified) | 34 | -17
CCOc1ccc(/C=C2\N=C(c3cccc(C)c3)OC2=O)cc1 | 2 | 5
Cc1ccc(-n2c(C)nc3cc(C(=O)NCc4ccccn4)ccc32)c(C)c1 | 13 | 47
N#CC1=C(N)C(C#N)(C#N)C(c2ccco2)C2=C1CCCC2 (stereo unspecified) | 12 | ·
CCC(=O)NCCc1csc(C2CCN(C(=O)CC3CCCCC3)CC2)n1 | 0 | -2
Cc1ccc(C(O)=C2C(=O)C(=O)N(c3ncccn3)C2c2cccc(Br)c2)cc1 (stereo unspecified) | 52* | -9
COc1ccc(/C=C2\SC(=O)N(CC(=O)Nc3cc(C)on3)C2=O)cc1OC | -3 | 4
CC(C)(C)C(=O)/C=C(\N)c1cccnc1 | 0 | 0
CC(C(=O)Nc1cccc(Cl)c1)N1C(=O)c2cccc([N+](=O)[O-])c2C1=O (stereo unspecified) | 7 | -5
Clc1cccc2nnc(-c3cccc(OCc4ccccc4)c3)n12 | 14 | -3
Cc1nc(C)c(Cc2ccccc2)c(=O)[nH]1 | -2 | -4
O=C(CN1N=C(c2ccccc2)CCC1=O)NCc1cccnc1 | 0 | -23
CCC(C)c1ccc(OCCCCN2CCN(C)CC2)cc1 (stereo unspecified) | 54* | -1
Cn1c(C2CCN(C(=O)NCc3cccc(F)c3)C2)nc2cccnc21 (stereo unspecified) | 0 | -6

Sorted by count of non-hydrogen atoms (lowest first): 3 of the compounds above.
SMILES | mHTT-CaM PPI inh | Pf apPOL block
CCN(CC)S(=O)(=O)C1CCS(=O)(=O)C1 (stereo unspecified) | -6&-5 | 10&-3&-1
Cc1ccc(-n2c(C)nc3cc(C(=O)NCc4ccccn4)ccc32)c(C)c1 | 13 | 47
O=C(Nc1cccc(-c2nc3ccccc3s2)c1)c1ccc(S(=O)(=O)N2CCOCC2)cc1 | 41 | -1
